PTHR1 ag: PTHR1 (human) receptor agonism; hit rate 0.075% among 410,000; HEK293 GP2 PTHR1 cells, GloSensor cAMP luminescence, 1 h; AID 743266; Potency, µM (top dose mostly 115 µM), for the others: at the top dose activation, usual class: activators; Q03431; further: potency means the concentration at half of the fitted maximal effect; nearly all actives have a fitted effect of over 55% in size; some results filed as inactive show a strong effect at the top dose; inactives centre near -15; many of its hits are not listed in these tables
Target sequence (Q03431 whole entry, looked up): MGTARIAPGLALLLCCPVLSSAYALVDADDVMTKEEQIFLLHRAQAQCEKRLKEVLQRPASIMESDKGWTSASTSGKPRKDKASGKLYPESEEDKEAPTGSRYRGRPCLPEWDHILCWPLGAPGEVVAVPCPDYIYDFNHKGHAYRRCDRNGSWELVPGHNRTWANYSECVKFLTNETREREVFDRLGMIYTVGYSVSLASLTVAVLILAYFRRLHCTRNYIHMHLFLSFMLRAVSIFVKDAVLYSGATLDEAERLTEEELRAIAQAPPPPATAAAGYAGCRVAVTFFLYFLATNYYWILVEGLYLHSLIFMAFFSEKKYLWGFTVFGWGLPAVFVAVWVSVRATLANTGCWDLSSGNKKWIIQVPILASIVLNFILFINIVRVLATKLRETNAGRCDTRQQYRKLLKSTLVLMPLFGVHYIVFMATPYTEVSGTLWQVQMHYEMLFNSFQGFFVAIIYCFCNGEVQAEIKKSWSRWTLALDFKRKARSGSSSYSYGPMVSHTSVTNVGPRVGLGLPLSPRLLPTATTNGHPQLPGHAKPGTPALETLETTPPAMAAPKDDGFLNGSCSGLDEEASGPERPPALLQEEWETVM
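HEK-293-derived GP2 cells expressing PTHR1 and a GloSensor cAMP reporter, 3,000/well, plated overnight, given luciferin plus IBMX (each 0.5 mM as added) for 1 h at 37 °C, then compound for 1 h at 37 °C. Luminescence was read after 15 min at room temperature.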
Abeta rescue: compounds reversing amyloid beta toxicity in yeast; yeast expressing A-beta42, growth rescue, OD600, 48 h; response scale: 0% DMSO, 100% iron-clioquinol control; Potency, µM (series often up to 46.1 µM), without a hit: top-dose growth rescue, actives largely listed as activators; hit rate 0.063% among 410,000; AID 1347071; further: potency means the concentration at half of the fitted maximal effect; nearly all actives have a fitted effect of over 55% in size
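Yeast growth medium received pinned compounds, then yeast cells expressing toxic A-beta were added; plates incubated at 30 C for 48 hr. Growth read as absorbance at 600 nm, normalized to DMSO and equimolar FeCl3 plus clioquinol controls.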
HEK293 tox: cytotoxic in the GLP-1 receptor inverse agonist counter-screen; HEK293 cAMP-luciferase reporter cells, luminescence, 24 h; Potency, µM (series often up to 38.3 µM), for inactives: at the top dose activity change, negative = inhibition, usual class: inhibitors; AID 624418; hit rate 0.13% among 410,000;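 further: loss of luciferase light is scored as toxicity; potency means the concentration at half of the fitted maximal effect; on the % scale 0 is the no-effect control and ±100 the full control effect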
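Compound-treated cells are incubated 24 hr at 37 deg C under 5% CO2 after a 12 hour attachment period, then luciferase detection reagent is added and luminescence is measured following 12 min at room temperature; lowered signal indicates toxicity.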
MmCpn inh: blocks the Methanococcus maripaludis chaperonin Mm-Cpn; purified Mm-Cpn ATPase, ADP Transcreener TR-FRET; hit rate 0.031% among 330,000; Potency, µM (titrated, usually from 76.9 µM), for inactives: at the highest dose activity, negative = inhibition, actives largely listed as inhibitors; further: potency means the concentration at half of the fitted maximal effect; on the % scale 0 is the no-effect control and ±100 the full control effect; nearly all actives have a fitted effect of over 80% in size
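ATP (10 uM final) was added to archaeal chaperonin (25 nM final) after 10 min exposure to test compound at 37°C; after 30 min further incubation, ADP was detected by competitive TR-FRET.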
FUS suppressor: suppressors of FUS proteinopathy in yeast | S. cerevisiae FUS-expressing, growth rescue, OD600, 24 h | Potency, µM (series often up to 76.6 µM), without a hit: top-dose growth rescue (activation), actives largely listed as activators | hit rate 0.24% among 390,000 | AID 1347120;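 further: potency means the concentration at half of the fitted maximal effect; plate controls were DMSO vehicle for no effect and reference control for full effect; nearly all actives have a fitted effect of over 55% in size; some results filed as inactive show a strong effect at the top dose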
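Cultures pregrown in 2.5% raffinose medium are shifted to minimal medium containing 2% galactose to express toxic FUS. Compounds are tested at several concentrations. After 24hr at 30C, growth is quantified at 600 nm absorbance.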
GLP1R inv ag: acts as inverse agonist at human GLP-1 receptor; P43220; HEK293 GLP-1R CRE-luciferase, luminescence, 24 h; GLP-1R form is constitutively active; Potency, µM (top dose mostly 38.3 µM), for inactives: top-dose activity change, negative = inhibition, hits mostly inhibitors; hit rate 1.6% among 410,000; AID 624417; further: potency means the concentration at half of the fitted maximal effect; on the % scale 0 is the no-effect control and ±100 the full control effect; nearly all actives have a fitted effect of over 55% in size
Target sequence (P43220 whole entry, looked up): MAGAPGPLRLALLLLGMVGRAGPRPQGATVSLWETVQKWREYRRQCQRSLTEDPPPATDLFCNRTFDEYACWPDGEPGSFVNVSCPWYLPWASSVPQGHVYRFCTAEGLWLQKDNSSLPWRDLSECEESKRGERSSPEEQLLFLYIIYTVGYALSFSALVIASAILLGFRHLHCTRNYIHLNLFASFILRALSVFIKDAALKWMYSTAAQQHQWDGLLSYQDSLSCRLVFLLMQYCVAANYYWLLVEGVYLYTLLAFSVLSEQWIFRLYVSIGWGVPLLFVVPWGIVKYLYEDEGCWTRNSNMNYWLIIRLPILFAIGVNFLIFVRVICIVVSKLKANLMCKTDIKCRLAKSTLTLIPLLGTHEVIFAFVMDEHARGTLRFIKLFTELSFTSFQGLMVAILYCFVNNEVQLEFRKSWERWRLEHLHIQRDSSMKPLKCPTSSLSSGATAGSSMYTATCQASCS
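Stable HEK293 clone (constitutively active GLP-1R + cAMP-response luciferase); 200 cells/uL plated, 12 h pre-culture, compound 24 hr, 37 deg C/5% CO2; detection reagent 12 min RT; luminescence.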
TDP43 rescue: TDP-43 toxicity inhibition in yeast | Potency, µM (highest dose often 46.1 µM), without a hit: at the top dose growth rescue (activation), actives largely listed as activators | hit rate 1.8% among 410,000 | TDP-43 expressing yeast growth rescue, BacTiter-Glo, 24 h; further: potency means the concentration at half of the fitted maximal effect; % of control where 0% means no effect; nearly all actives have a fitted effect of over 50% in size
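Luminescence from BacTiter-Glo reports growth of TDP-43-expressing yeast after 24 hr at 30 deg C with compound. Cells were raffinose-pregrown to mid-log, then seeded in galactose medium at OD600=0.02.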
aSyn yeast inh: rescues yeast growth from alpha-synuclein toxicity | Yeast expressing alpha-synuclein, growth rescue, BacTiter-Glo, 24 h | Potency, µM (highest dose often 46.1 µM), inactives show at the highest dose growth rescue (activation), hits mostly activators | hit rate 0.14% among 370,000 | AID 652106; further: potency means the concentration at half of the fitted maximal effect; % of control where 0% means no effect; nearly all actives have a fitted effect of over 65% in size
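Rescue of yeast growth: cells expressing toxic alpha-synuclein, induced in galactose at OD600 0.02, incubated with compound 24 h at 30 C. ATP luminescence quantified growth; inhibitors of toxicity appear as activators.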
pAkt inh: inhibitors of Akt phosphorylation | hit rate 0.32% among 360,000 | activity change, % for hits at 50 µM | Neuro2A IGF-stimulated pAkt S473 HTRF, 20 min; active compounds read low; in the data active means activity change below about -80%; inconclusive means mostly about -51% to -80%; further: on the % scale 0 is the no-effect control and ±100 the full control effect
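Single-point screen (50 µM final compound) in Neuro2A cells stimulated 20 min with 6 nM IGF at 37 deg C. After lysis, Ser473-phosphorylated Akt read by HTRF (ex 330 nm, em 615/665 nm) as the 665/615 ratio.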
An asterisk follows results filed as active; i = inactive; ? = inconclusive; . = no result given; & = joins results of further samples; [ ] = remark or other dose. Unless noted, the call rests on the fitted dose curve; in most records, active means well fitted curve in the direction sought with a large enough effect; inconclusive means small, poorly fitted or top-dose-only effect, or another doubt; inactive means no such curve, though single readings can be large; an effect the other way counts as inactive or inconclusive. An excerpt; rates above refer to the full screens.

SMILES | PTHR1 ag | Abeta rescue | HEK293 tox | MmCpn inh | FUS suppressor | GLP1R inv ag | TDP43 rescue | aSyn yeast inh | pAkt inh
O=C(NCCNCC(O)COc1ccc(O)cc1)N1CCOCC1 (stereo not drawn) | -23.6% | -4.1% | 10.7% | . | -12.3% | -2.7% | 12.9% | -0.8% | i
Cc1ccc(S(=O)(=O)C(C#N)c2nc3ccccc3nc2N2CCCC2)cc1C (stereo not drawn) | -7.1%[57.5 µM] | -4.2% | 31.1%[activator] | -3.4% | 23.5% | 0.0% | -18.9% | 6.9% | i
Cc1nc2sccn2c1-c1nc(-c2cc3ccccc3o2)cs1 | ? | -5.8% | -2.5% | -0.4% | . | -8.0% | 4.4% | -0.2% | i
CCc1ccc(S(=O)(=O)NCc2cccs2)cc1 | -50.4%[inhibitor] | 24.5% | 4.9% | 0.7% | 16.6% | ? | ? | 3.6% | i
COc1ccc([C@H]2CC(=O)C=C(c3ccc4ncccc4c3)C2)cc1OC | i | -15.1% | 1.4% | -0.7% | 16.4% | 77.1%[activator] | ? | 3.6% | i
CC1CCCN(CCCNC(=O)c2ccc3c(c2)N(Cc2ccc(F)cc2)C(=O)c2ccccc2S3=O)C1 (stereo not drawn) | 20.3% | 2.5% | ? | 1.1% | 10.5% | ? | -12.1% | -5.7% | i
OCCN(CC#CC(O)(c1ccccc1)c1cccc(F)c1)CCO (stereo not drawn) | i | -8.8% | 2.0% | -0.8% | 10.0% | -20.7% | -1.0% | -5.5% | i
O=S(=O)(NCc1ccccc1)c1ccc(Br)s1 | -17.4% | -7.2% | -12.3% | -0.5% | -11.2% | ? | 11.2µM* | 9.6% | i
Cc1ccc(S(=O)(=O)N[C@H](C(=O)OCC(=O)NC(=O)Nc2ccc3c(c2)OCCO3)C(C)C)cc1 | i | -7.2% | 0.2% | 0.7% | 10.9% | -19.4% | -0.2% | -0.5% | i
N#Cc1c2c(c(-c3ccccc3Cl)[nH]c1=S)CCCC2 | i | -8.6% | -11.1% | -7.0% | 2.4% | -10.1% | ? | 6.9% | i
CCCC(C(=O)NCCc1ccc(S(N)(=O)=O)cc1)c1ccccc1 (stereo not drawn) | i | 3.9% | -4.8% | 0.4% | 10.1% | -2.5% | 2.4% | 1.8% | i
O=C(CCC(=O)NC1CCN(Cc2ccccc2)CC1)NCc1ccco1 | i | 1.0% | -2.8% | 1.5% | 18.0% | 0.0% | 8.5% | 0.9% | i
C/C(CC(=O)Nc1cccc(Cl)c1Cl)=N\NC(=O)c1ccccc1N | i | 1.7% | -25.0% | -2.6% | 35.0% | ? | 3.7% | 9.1% | i
CCOC(=O)c1cc2sccc2n1CC(=O)N1CCCC1 | i | 28.6% | ? | 0.0% | -7.2% | 14.2% | 0.9% | -1.1% | i
Cc1ccc([C@@H]2CC=C(C(=O)O)[C@H](c3ccccc3)N2S(=O)(=O)c2ccc(C)cc2)cc1 | -24.9% | 2.1% | -11.0% | 2.2% | -1.2% | ? | -1.4% | -1.5% | i
COc1ccc(NC(=O)N(Cc2cc3cc(OC)ccc3[nH]c2=O)CC2CCCO2)cc1 (stereo not drawn) | i | -4.3% | -29.0% | 0.6% | 33.7% | -29.2% | -12.7% | -10.2% | i
Cn1nc(CC(=O)Nc2ccc(N3CCN(C(=O)OC(C)(C)C)CC3)cc2)c2ccccc2c1=O | -21.5%[57.5 µM] | 7.3% | -3.1% | 1.3% | ? | 8.0% | -7.6% | -1.7% | i
CC(=O)Nc1cccc(-c2nc3ccc(NC(C)=O)cc3[nH]2)c1 | -9.9%[57.5 µM] | 14.7% | 0.7% | -11.1% | -3.1% | 16.0% | 13.7% | 3.3% | i
CC(=O)Nc1nc(C)c(C(C)C)s1 | i | -1.3% | -12.4% | 2.7% | -24.1% | 18.4% | 1.4% | -0.4% | i
CCN(CC)c1ccc(NC(=O)C2CCC(CNc3c(N4CCCC4)c(=O)c3=O)CC2)c(C)c1 (stereo not drawn) | i | 1.3% | 5.3% | -1.5% | -18.7% | 5.3% | 10.2% | -1.1% | i

Filtered by structure, the compounds so far containing an aryl methoxy group (two)
SMILES | PTHR1 ag | Abeta rescue | HEK293 tox | MmCpn inh | FUS suppressor | GLP1R inv ag | TDP43 rescue | aSyn yeast inh | pAkt inh
COc1ccc([C@H]2CC(=O)C=C(c3ccc4ncccc4c3)C2)cc1OC | i | -15.1% | 1.4% | -0.7% | 16.4% | 77.1%[activator] | ? | 3.6% | i
COc1ccc(NC(=O)N(Cc2cc3cc(OC)ccc3[nH]c2=O)CC2CCCO2)cc1 (stereo not drawn) | i | -4.3% | -29.0% | 0.6% | 33.7% | -29.2% | -12.7% | -10.2% | i

(continued)
SMILES | PTHR1 ag | Abeta rescue | HEK293 tox | MmCpn inh | FUS suppressor | GLP1R inv ag | TDP43 rescue | aSyn yeast inh | pAkt inh
CNc1cncc(-c2ccc(OC)cc2OC)n1 | i | -14.8% | -0.4% | . | -9.1% | 16.4% | ? | -8.1% | i
Cc1nc2c(c3c1[nH]c1ccccc13)C(=O)CC(C)(C)C2 | i | 5.0% | 33.6%[activator] | -4.2% | -2.0% | ? | 13.2% | 0.3% | .
CCOC(=O)N1C(=O)[C@@](CC)(c2ccccc2)N1C(=O)OCC | -46.7%[inhibitor] | -7.1% | -8.6% | -1.7% | -29.6% | -4.8% | 1.2% | 4.6% | i
Cc1ccc(-n2c(=O)c3oc4ccccc4c3n(CC(=O)Nc3ccc(F)c(Cl)c3)c2=O)cc1C | i | 5.0% | -0.2% | . | 18.1% | -8.8% | 8.4% | . | .
COC(=O)c1[nH]c2ccccc2c1NC(=O)CN1CCN(c2cccc(Cl)c2)CC1 | -36.8%[inhibitor] | -0.9% | -11.6% | -2.1% | -19.1% | ? | 4.6% | -0.4% | i
CC(C)(C)C(=O)N1CCN(c2ccc([N+](=O)[O-])c(NCC3CCCO3)c2)CC1 (stereo not drawn) | i | -4.0% | ? | -2.6% | 11.2% | -2.2% | 16.1% | 19.4% | i
COC(=O)c1ccc(COC(=O)C2CCN(S(=O)(=O)c3c(C)cc(C)cc3C)CC2)o1 | i | 5.3% | -8.8% | . | 8.8% | -17.5% | 0.5% | 9.9% | i
O=[N+]([O-])c1ccc(-c2ccc(/C=N/Nc3nc(N4CCCCC4)nc(N4CCCCC4)n3)o2)cc1 | -21.5% | -1.4% | 3.7% | 2.3% | 5.5% | 17.3% | 14.1µM* | -7.6% | i
CCOC(=O)c1scc(-c2ccccc2)c1S(=O)(=O)Nc1ccccc1OC | i | -19.8% | -3.9% | . | 26.3% | ? | 0.0% | . | .
COc1ccccc1-c1nnc(SC/C(O)=C(\C#N)c2nc3ccccc3[nH]2)n1C1CCCCC1 | -2.1% | 26.5% | -13.8% | 0.8% | 28.2µM* | ? | 1.4% | 2.2% | i
Cc1ccc(S(=O)(=O)N2[C@H](C(C)C)[C@H]3[C@H]4C(=O)N(c5ccccc5)C(=O)[C@H]4CC(=O)[C@H]3[C@@H]2c2ccccc2)cc1 | -27.6% | 1.5% | -6.8% | . | 43.6% | 12.3% | 11.5% | 9.0% | i
COc1cc(/C=N/N2CCN(c3ccc(Cl)cc3)CC2)cc(OC)c1OC(C)=O | -15.7% | 0.1% | 4.5% | 0.6% | -24.5% | -1.6% | 11.1% | -11.2% | i
COc1ccc(C(=O)N(C(C)C)C(C)C)c(OC)c1 | i | -3.5% | 9.9% | 0.9% | 21.4% | -19.0% | 12.6% | 0.6% | i
Cc1ccc(S(=O)(=O)NCC2CCC(C(=O)NCCc3ccccc3)CC2)cc1 (stereo not drawn) | i | -2.8% | 1.1% | . | -1.6% | 0.6% | 5.9% | . | .
COc1ccc(OC)c(NC(=O)CN(C)S(=O)(=O)c2ccc3[nH]c4c(c3c2)CCCC4)c1 | -11.1% | -16.4% | -4.4% | . | 35.0% | ? | 20.0% | . | .
COc1ccc(NC(=O)Cn2c(=O)n(CC3CCCO3)c(=O)c3ccccc32)c(OC)c1 (stereo not drawn) | 23.9% | -1.8%&4.4% | 10.6%&-16.2% | 1.3% | 4.0%&-33.9% | 8.3%&-3.4% | 0.0%&0.0% | 1.2% | i
Cc1ccc(-n2c(Cc3cccn3C)nnc2SCC(=O)Nc2nnc(C)s2)cc1 | ? | -31.7% | -11.6% | 0.1% | 5.0% | 3.8% | -18.3% | 2.5% | .
CC1CCN(C(=O)c2c(NC(=O)c3ccccc3Cl)sc3c2CCC(C(C)(C)C)C3)CC1 (stereo not drawn) | i | 3.1% | 2.3% | . | 5.9% | 0.8% | 14.4% | . | .
Cc1ccc(C)c(OCc2cc(C(=O)N3CCc4sccc4C3)no2)c1 | i | 15.9% | -6.4% | 0.0% | -7.9% | -18.5% | 19.3% | -7.3% | i
COc1ccc(-c2cnn3c(N)c(S(=O)(=O)C(C)(C)C)cnc23)cc1 | -10.2%[57.5 µM] | 8.5% | -26.4% | -1.9% | 17.5% | -5.0% | 0.3% | -16.5% | i
Cc1ccc(NC(=O)c2cccc(NC(=O)/C=C/c3ccco3)c2)cc1C | -39.2%[inhibitor] | -11.6% | -22.8% | -6.0% | . | ? | 24.2% | 0.5% | i
O=C(COC(=O)c1cccnc1Cl)NCc1cccs1 | -54.5%[inhibitor] | -1.2% | 6.0% | 0.2% | 36.0% | 1.7% | -20.1%[0.397 µM] | 0.5% | i

From PubChem BioAssay
